High-throughput results as filed in PubChem BioAssay.
Yfh1-depleted yeast: enhancers of respiration in Yfh1-depleted yeast, dose response, Friedreich's ataxia, plus single-dose screen (AID 1465) | S. cerevisiae Yfh1-off respiration, WST-1 reduction, 72 h; higher fold induction means a stronger effect | actives 0.074% (n = 220,000) | one-dose fold induction at 50 µM; EC50 in µM for titrated hits;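 active means fold induction of absorbance versus untreated yeast above a set limit, then at least 30% activation at any dose in follow-up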;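 further: activators that raise dye reduction in frataxin-depleted yeast; strong numbers were not always called active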
ER stress rescue: rescue of cells from ER stress-induced death, primary screen, 384-well, CSM14.1, thapsigargin, ATP luminescence (AID 1222); CSM14.1 thapsigargin-induced death rescue, ATP luminescence; higher % means a stronger effect; one-dose cellular ATP content (survival), % at 20 µM; EC50 in µM for titrated hits; 190,000 tested, under 10 active;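 active means EC50 below 50 µM in the dose-response confirmation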;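 further: death triggered by thapsigargin at about 15 µM added after 2 h compound pretreatment; cell ATP read after overnight thapsigargin exposure of roughly 18 to 22 hours; normalized against plate controls of thapsigargin alone and 5% DMSO vehicle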
NOD1 NF-kB reporter: inhibition of NOD1-driven NF-kB reporter – cell-based, luminescence, uHTS, primary screen (AID 1578) | actives 1% (n = 290,000) | inhibition, % at 4 µM, or EC50 in µM where a hit was titrated | NOD1-driven NF-kB luciferase reporter cells, luminescence; higher % means a stronger effect; in the data active means inhibition mostly above about 36%, no sharp cut-off; inactive means mostly below about 34%;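 further: HEK-293T reporter cells stimulated with the NOD1 agonist gamma-tri-DAP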
KOR beta-arrestin-1: kappa opioid receptor activators – cell-based, luminescence, uHTS, primary screen (AID 1777); actives 0.02% (n = 280,000); KOR beta-arrestin recruitment, luminescence; higher % means a stronger effect; activation, % at 10 µM; hits with a dose series show EC50 in µM; in the data active means activation above about 50%, passing the limit was not always enough; further: a part of the inactive calls stands beside numbers as strong as those of hits
KOR beta-arrestin-2: KOR antagonists, beta-arrestin recruitment, cell-based, luminescence, uHTS (AID 1778); KOR beta-arrestin recruitment, luminescence, antagonist mode; higher % means a stronger effect; actives 0.091% (n = 290,000); one-dose inhibition, % at 10 µM; IC50 in µM for titrated hits; further: strong numbers were not always called active
GPR55 activation: GPR55 agonists via beta-arrestin recruitment, primary screen, imaging, U2OS cells, beta-arrestin-GFP redistribution (AID 1961); U2OS GPR55 beta-arrestin-GFP redistribution imaging; higher % means a stronger effect; activation, % at 10 µM, or EC50 in µM where a hit was titrated; actives 0.048% (n = 290,000);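 active means activation above 40% with more than 50 cells counted in the well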;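 further: U2OS osteosarcoma cells stably expressing GPR55 and beta-arrestin-GFP; plate controls were DMSO negative control for no effect and LPI positive control for full effect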
NTR1 agonist: agonists of NTR1, primary screen, imaging, U2OS cells, beta-arrestin-GFP, high content (AID 493036) | actives 0.17% (n = 330,000) | activation, % at 20 µM | NTR1-U2OS beta-arrestin-GFP spot imaging, agonist mode | P30989;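 active means activation at or above 40% of the spot to cytoplasm intensity ratio, with at least 20 cells analyzed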;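 further: 0% = DMSO without peptide and 100% = 100 nM NTR1 peptide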
Target sequence (P30989 whole entry, looked up): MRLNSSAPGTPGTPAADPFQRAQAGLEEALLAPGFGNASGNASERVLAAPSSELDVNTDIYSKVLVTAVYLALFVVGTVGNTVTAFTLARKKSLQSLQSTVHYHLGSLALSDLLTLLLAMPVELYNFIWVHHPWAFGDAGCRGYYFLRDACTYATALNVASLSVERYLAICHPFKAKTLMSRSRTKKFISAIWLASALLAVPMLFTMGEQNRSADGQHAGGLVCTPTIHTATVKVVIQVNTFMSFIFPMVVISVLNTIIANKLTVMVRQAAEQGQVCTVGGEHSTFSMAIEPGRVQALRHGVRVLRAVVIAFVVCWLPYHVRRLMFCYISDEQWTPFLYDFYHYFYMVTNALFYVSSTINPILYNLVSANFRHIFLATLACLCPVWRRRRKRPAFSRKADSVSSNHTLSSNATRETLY
NOD2 inhibition: inhibition of NOD2-driven NF-kB reporter – cell-based, luminescence, uHTS, HEK293 (AID 1566); HEK293 NOD2/NF-kB luciferase reporter, luminescence; higher % means a stronger effect; actives 0.63% (n = 290,000); one-dose inhibition, % at 4 µM; EC50 in µM for titrated hits; further: many of its hits are not listed in these tables
TNAP activation fold: human TNAP enzyme activators, primary screen, biochemical, luminescent, no phosphate acceptor, uHTS (AID 1001) | activation fold at 20 µM; hits with a dose series show EC50 in µM | purified TNAP, luminescent activation assay, no phosphate acceptor; higher activation fold means a stronger effect | actives 0.03% (n = 200,000); in the data active means activation fold from about 3, or a potency from the dose series; inactive means the rest, 99 in 100 with activation fold below about 1.6; further: many of its hits are not listed in these tables
NTR1 agonist cell count 20 µM: second read-out of NTR1 agonist, no call of its own (marks repeat the call); cell count; measured here: cell count, cytotoxicity flag
Starred values were filed as active, the others as inactive; i = inactive; . = not tested or not shown; [ ] = remark or other dose. Unless noted, no stated cut-off is given here; in the data, active means inhibition above about 50%; inactive means the rest. A portion of the library; rates above refer to the full screens.

Compound,KOR beta-arrestin-1,KOR beta-arrestin-2,NOD2 inhibition,ER stress rescue,NTR1 agonist cell count 20 µM,GPR55 activation,NTR1 agonist,NOD1 NF-kB reporter,TNAP activation fold,Yfh1-depleted yeast
COc1ccc(/C=C2\SC(=O)N(CCC(=O)N3CCCCC3CCO)C2=O)cc1 (stereo not drawn),-1.4%,-10.8%,7.7%,.,55,-0.1%,0.1,2.3%,.,.
CC(C)n1c(O)c(N=Nc2ccc(Cl)nn2)c2ccccc21,-4.0%,18.1%,-18.6%,-0.4%,76,0.8%,4.3,4.3%,0.9,i
O=C(NCC1CCCO1)C1CCCN1C(=O)Nc1ccccc1[N+](=O)[O-] (stereo not drawn),-5.0%,-9.2%,5.8%,.,42,0.0%,-0.2,4.8%,.,.
Cc1ccc(/C=C/S(=O)(=O)N2CCC(C(=O)O)CC2)cc1,-5.2%,-9.8%,-6.7%,0.5%,72,-1.0%,0.7,-1.1%,1,i
COc1ccc2[nH]c3c(c2c1)CCC/C3=N\N,2.0%,3.3%,11.5%,.,53,0.0%,3.6,-3.8%,.,i
COC(=O)c1ccc(C(=O)OC)c(NC(=S)N2CCCC(C)C2)c1 (stereo not drawn),0.0%,13.3%,8.1%,0.2%,76,-0.2%,1.0,-26.9%,1.1,i
COc1ccc(-c2nnc(SCC(=O)N3CCc4ccccc4C3)o2)cc1,0.0%,-33.7%,15.5%,4.8%,53,-0.1%,3.7,-2.1%,1,i
COc1ccc(CN2CCC(N(CCc3ccccc3)Cc3ccccc3)CC2)c(OC)c1,-4.8%,-26.4%,2.6%,-1.6%,53,-0.6%,20.0,-6.6%,1.1,i
Cc1ccc(C(=O)Nc2cccc(O)c2)cc1S(=O)(=O)N1CCCCCC1,4.7%,-32.3%,-21.3%,.,59,-0.1%,1.9,-69.4%,.,.
CC(=O)Nc1cccc(-n2c(=O)n(Cc3ccccc3)c(=O)c3[nH]cnc32)c1,-4.8%,39.8%,4.6%,.,75,-0.1%,-1.3,-10.9%,.,.
CCCC1C(C#N)=C(N)Oc2n[nH]c(C(C)(C)C)c21 (stereo not drawn),-2.3%,6.4%,9.6%,.,54,-0.1%,1.6,-47.4%,0.9,i
CCOC(=O)c1ccc(N=c2sc(C(=O)OC)cc(=O)n2-c2ccc(C(=O)OCC)cc2)cc1,-0.7%,21.6%,6.5%,-0.6%,60,1.2%,10.6,-7.5%,1,i
c1ccc(-c2nc(Sc3ncnc4c3cnn4-c3ccccc3)n[nH]2)cc1,-0.1%,30.2%,-2.8%,-0.8%,88,-0.1%,-0.9,50.3%,1,.
CCOC(=O)c1sc(NC(=O)CCN2C(=O)c3ccccc3C2=O)c(C(=O)OCC)c1C,-2.6%,19.6%,12.0%,0.1%,46,-0.1%,4.7,-1.9%,1.1,i
O=C(NCc1cccnc1)C1CCN(S(=O)(=O)c2cc(Cl)ccc2Cl)CC1,0.9%,-53.7%,16.2%,.,38,-0.1%,-1.0,-29.3%,.,.
CCCC[C@@H]1CNC(=S)N1CCc1cccc(F)c1,-0.3%,-1.9%,22.2%,-0.5%,61,0.6%,1.0,-29.2%,1,i
COc1cc(/C=N/Nc2nc3ccccc3[nH]2)ccc1O,-3.7%,11.6%,-15.7%,-3.2%,48,-0.1%,-0.3,30.7%,1.4,i
CC(C)(C)c1ccccc1NC(=S)NC1CCCCC1,-2.2%,4.0%,-36.5%,-0.4%,63,-0.2%,1.6,-13.7%,1,i
CCCn1c(SCC(=O)NCc2ccccc2)nnc1-c1ccncc1,5.7%,-52.7%,13.8%,0.0%,89,-0.1%,4.0,5.7%,1.2,i
CC(C)NC(=O)N1c2ccccc2Sc2ccccc21,-6.7%,8.8%,18.4%,.,59,0.3%,0.5,7.1%,.,.
O=C(Cc1cccs1)NCCN1CCOCC1,-1.7%,-14.0%,1.6%,-3.9%,42,-0.3%,0.5,-7.6%,1.2,i
O=C1CCCC/C1=C\Nc1ccc(S(=O)(=O)Nc2cnc3ccccc3n2)cc1,-4.5%,4.8%,20.5%,.,65,0.0%,-0.2,6.8%,.,i
CCOC(=O)C1CCN(C(=O)C(=O)c2cn(CC(=O)N3CCCCCC3)c3ccccc23)CC1,2.5%,24.4%,0.0%,.,64,-0.2%,-0.5,-25.1%,.,.
CC(=O)N1CCN(Cc2nc3scc(-c4ccccc4)c3c(=O)[nH]2)CC1,0.1%,-31.8%,11.7%,.,61,-0.5%,1.6,-26.0%,1,i
COc1ccc(CSc2nnc(C)n2N)cc1,1.3%,24.9%,9.8%,5.3%,48,-0.2%,-0.1,-13.9%,1.1,i
c1ccc(CSc2ncnc3c2cnn3Cc2ccccc2)cc1,1.0%,25.5%,-4.0%,0.2%,88,0.0%,3.6,6.0%,1,i
CCOC(=O)N1CCN(S(=O)(=O)N2CCCC(C(=O)NCCc3ccc(OCC)c(OCC)c3)C2)CC1 (stereo not drawn),-6.4%,-5.0%,18.7%,.,45,-0.2%,0.2,0.0%,.,.
CCOc1ccccc1CSc1nc2ccccc2[nH]1,-6.1%,21.0%,-7.0%,2.6%,67,-0.3%,4.5,-21.1%,1.3,i
Cc1cccc(Cn2c(N3CCN(C)CC3)nc3c2c(=O)[nH]c(=O)n3C)c1,0.6%,-25.6%[20 µM],12.1%,.,55,-0.3%,0.1,-25.0%,.,.
O=C(CCSc1ccc(Cl)cc1)NC1CCCCC1,-0.4%,31.2%,9.3%,-0.8%,42,0.3%,3.4,4.8%,1,.
COc1cc(CN2CCNC(=O)C2CC(=O)NC2CCCC2)cc(OC)c1 (stereo not drawn),0.7%,-13.0%,-7.0%,.,61,-0.1%,-0.5,-30.8%,.,.
Cc1ccc(/C=N\Nc2cn[nH]c(=O)c2Cl)cc1,-4.6%,-49.3%,-31.2%,-2.8%,69,-0.1%,0.2,-67.1%,1,i
Cc1cc(C)n(C(=O)CCCCCC(=O)n2nc(C)cc2C)n1,-2.1%,-21.6%,4.3%,-2.9%,57,-0.2%,0.8,8.9%,1.1,i
COCC(C)NC(=O)c1ccc(N(C)C)cc1 (stereo not drawn),0.2%,-29.4%,-14.4%,-0.8%,68,0.1%,0.2,-21.8%,1.1,i
CN1C(=O)c2ccccc2OC1(C)Cc1ccccc1 (stereo not drawn),-0.6%,.,-5.4%,-5.4%,43,-0.2%,-0.6,-14.0%,1.1,i
CC(C)(C)c1cc(CCC(=O)Nc2ccncc2)cc(C(C)(C)C)c1O,8.6%,-70.3%,16.8%,.,70,-0.1%,0.8,1.9%,.,.
Cc1ccc(CN(C(=O)c2c(F)cccc2F)C2CC(C)(C)NC(C)(C)C2)o1,0.1%,-27.3%,-3.8%,0.1%,89,0.2%,0.4,-32.4%,1,i
CC1(C)CC2CC(C)(CN2C(=O)c2cccs2)C1 (stereo not drawn),3.8%,-68.5%,9.6%,-0.1%,75,-0.1%,3.1,6.7%,1.1,i
COc1ccc(NC(=S)NCc2cccn2C)cc1,5.4%,2.9%,13.8%,-1.8%,60,-0.1%,0.7,-8.3%,1.1,i
CCOc1ccccc1C(=O)NCC(=O)OCC(=O)NCCc1ccc(S(N)(=O)=O)cc1,-3.9%,14.2%,17.7%,0.5%,59,-0.1%,-0.5,13.1%,1,i
CC1Sc2ccc(S(=O)(=O)NCc3ccccc3)cc2NC1=O (stereo not drawn),13.5%,-18.4%,19.2%,.,53,0.0%,0.5,1.0%,.,.
CCOC(=O)N1CCN(C(=O)c2sc3nc(-c4ccc(F)cc4)cn3c2C)CC1,10.0%,-27.0%,15.6%,2.0%,85,0.3%,-1.0,-4.1%,1.2,.
C/C(CC(=O)Nc1ccccc1C#N)=N\NC(=O)c1ccncc1,-0.1%,-39.3%,-5.3%,.,47,-0.1%,-0.7,-32.1%,.,.
COc1ccc(OC)c2c1sc(=NC(=O)C1COc3ccccc3O1)n2C (stereo not drawn),-1.2%,-4.1%,-54.7%,.,57,-0.1%,9.5,-12.4%,.,i
CCOCC(=O)Nc1cc([N+](=O)[O-])ccc1OC,-0.3%,3.1%,-2.0%,0.3%,54,-0.1%,-0.3,-3.3%,1.1,i
CCN1CCN(c2cc(C)c3cc(NC(=O)c4ccc5c(c4)OCO5)ccc3n2)CC1,-2.5%,29.6%,17.8%,.,97,-0.1%,0.7,-29.5%,1.1,i
O=S(=O)(Cc1ccc(Cl)cc1)NCc1ccc2c(c1)OCO2,2.9%,6.5%,-16.5%,.,68,-0.1%,2.0,-40.5%,.,.
Cc1cccc(N2CCN(C(=O)NC(C)c3ccc(F)c(F)c3)CC2)c1C (stereo not drawn),-2.5%,25.5%,16.8%,.,60,0.6%,1.6,-2.5%,.,.
Cc1cc2c(cc1S(=O)(=O)N1CCCCC1)OCC(=O)N2,-4.7%,14.5%[20 µM],21.4%,.,72,-0.1%,-1.7,-5.6%,.,.
O=C(CSc1nc2ccsc2c(=O)n1Cc1ccccc1)NCc1ccco1,-2.8%,-24.6%,2.0%,-1.9%,62,-0.2%,-0.1,-20.6%,1.1,i

New compounds follow
Compound,KOR beta-arrestin-1,KOR beta-arrestin-2,NOD2 inhibition,ER stress rescue,NTR1 agonist cell count 20 µM,GPR55 activation,NTR1 agonist,NOD1 NF-kB reporter,TNAP activation fold,Yfh1-depleted yeast
O=S(=O)(c1cc(Cl)ccc1Cl)N1CCN2CCCC2C1 (stereo not drawn),-4.0%,-29.8%[20 µM],-4.9%,.,69,0.0%,2.6,24.7%,.,.
Cc1cc(=O)[nH]c(SCC(=O)Nc2ccc3c(c2)OCCO3)n1,.,5.9%[20 µM],11.2%,-0.5%,56,0.5%,1.0,-36.5%,1.1,i
COC(=O)c1ccccc1NC(=O)c1cc(C)no1,-4.1%,-4.2%,15.8%,.,79,0.0%,0.1,-3.4%,.,.
COc1ccc2cc(C(=O)N3CCN(c4ccccc4F)CC3)[nH]c2c1,-8.2%,7.8%,40.5%,.,71,0.0%,3.7,6.5%,.,.
O=C(NC1CCCN(Cc2ccc(Cl)cc2)C1)c1ccccc1-c1ncc[nH]1 (stereo not drawn),-0.6%,17.3%,17.3%,.,69,0.2%,-0.1,-4.4%,.,.
Cc1cc(C(=O)NNC2CC(=O)N(c3ccc4ccccc4c3)C2=O)c(C)o1 (stereo not drawn),-6.8%,21.3%,2.4%,-1.1%,55,0.6%,-0.6,-15.2%,1.2,i
Cc1cc(OCC(=O)NNC(=S)NC(=O)c2ccc(Br)o2)ccc1Cl,-3.4%,-16.3%,34.8%,.,68,-0.1%,1.1,-0.1%,.,.
